# FXIIa inh mix – inhibitors of human coagulation factor XIIa, pooled mixtures | purified FXIIa, fluorogenic substrate | inhibition, % at 5 µM | actives 0.2% (n = 62,000) | AID 684;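 further: 0% = enzyme without compound and 100% = no enzyme blank; some results filed as inactive read as strong as hits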
# JNK3 inh – JNK3 (human) kinase inhibition; inhibition, % at 8 µM; AID 746; P53779; actives 0.61% (n = 60,000); purified JNK3 kinase activity, HTS; in the data active means inhibition above about 17%;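 further: 0% = DMSO and 100% = reference inhibitor; many of its hits are not listed in these tables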
# Target sequence (P53779 whole entry, looked up): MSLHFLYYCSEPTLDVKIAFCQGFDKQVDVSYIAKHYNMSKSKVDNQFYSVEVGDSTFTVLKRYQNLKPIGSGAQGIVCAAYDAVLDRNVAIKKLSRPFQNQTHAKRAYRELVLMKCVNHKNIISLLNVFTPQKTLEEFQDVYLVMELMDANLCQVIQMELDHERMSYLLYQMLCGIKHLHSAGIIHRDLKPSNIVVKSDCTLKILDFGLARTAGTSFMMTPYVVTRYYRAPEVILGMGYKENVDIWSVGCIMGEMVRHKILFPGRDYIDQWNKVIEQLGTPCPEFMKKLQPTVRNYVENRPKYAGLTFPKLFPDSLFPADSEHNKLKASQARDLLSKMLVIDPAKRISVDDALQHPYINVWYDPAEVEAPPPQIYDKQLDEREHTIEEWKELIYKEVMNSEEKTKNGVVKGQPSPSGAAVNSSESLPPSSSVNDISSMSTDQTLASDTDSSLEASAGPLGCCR
# A340 absorber – compounds absorbing at 340 nm; 65,000 tested, under 10 active; compound absorbance at 340 nm, fold over control; fold change at 10 µM; AID 708;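 active means at 10 µM dose, initial 340 nm absorbance at least 2 fold that of control wells; inactive means change under 2 fold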;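 further: initial absorbance extrapolated from kinetic A340 decline of NADH oxidation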
# Hsp90 inh – displaces geldanamycin probe from tumor Hsp90. P07900. NCI-N417 lysate Hsp90, Cy3B-geldanamycin FP displacement. inhibition, % at 30 µM. actives 0.35% (n = 64,000);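 active means inhibition above 50%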;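 further: 0% = tracer plus lysate wells and 100% = tracer alone without lysate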
# MKP-1 inh – human dual specificity phosphatase 1 inhibition; P28562; recombinant MKP-1, OMFP hydrolysis fluorescence; inhibition, %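 (compounds tested at a single concentration somewhere between 10 and 100 µM)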; actives 0.15% (n = 65,000);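 active means inhibition above about 50%, limit read from the data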;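 further: 0% = DMSO max control wells and 100% = wells with enzyme stopped by NaOH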
# AP ELISA ortho – orthogonal test for alternative complement pathway inhibitors; AID 1235; actives 0.08% (n = 62,000); inhibition, % at 5 µM; Human serum alternative complement pathway, LPS-coated ELISA, C3 deposition; tested in compound mixtures;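 active means inhibition above 30% in each of the two pooled mixtures holding the compound, so the lower value exceeds 30%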;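 further: 0% = serum in Mg-EGTA without compound and 100% = EDTA serum blank; some compounds past the cut are filed as inactive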
#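 Test system: human serum alternative complement pathway, C3 deposition on LPS-coated wells; also added: Plate-bound LPS; doses: 5 µM per compound in ten-compound mixtures; schedule: 1 h at 37 °C; detection: Anti-C3 ELISA, OD 450 nm; evaluation: percent inhibition of C3 deposition onto LPS; repeats: two pool placements per compound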
# Cdc25B block – human M-phase inducer phosphatase 2 inhibition; AID 368; actives 0.1% (n = 65,000); inhibition, %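 (compounds tested at 10 µM final in the well)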; recombinant Cdc25B, OMFP fluorescence Ex485/Em525; in the data active means inhibition above about 50%
# Target sequence (P30305 whole entry, looked up): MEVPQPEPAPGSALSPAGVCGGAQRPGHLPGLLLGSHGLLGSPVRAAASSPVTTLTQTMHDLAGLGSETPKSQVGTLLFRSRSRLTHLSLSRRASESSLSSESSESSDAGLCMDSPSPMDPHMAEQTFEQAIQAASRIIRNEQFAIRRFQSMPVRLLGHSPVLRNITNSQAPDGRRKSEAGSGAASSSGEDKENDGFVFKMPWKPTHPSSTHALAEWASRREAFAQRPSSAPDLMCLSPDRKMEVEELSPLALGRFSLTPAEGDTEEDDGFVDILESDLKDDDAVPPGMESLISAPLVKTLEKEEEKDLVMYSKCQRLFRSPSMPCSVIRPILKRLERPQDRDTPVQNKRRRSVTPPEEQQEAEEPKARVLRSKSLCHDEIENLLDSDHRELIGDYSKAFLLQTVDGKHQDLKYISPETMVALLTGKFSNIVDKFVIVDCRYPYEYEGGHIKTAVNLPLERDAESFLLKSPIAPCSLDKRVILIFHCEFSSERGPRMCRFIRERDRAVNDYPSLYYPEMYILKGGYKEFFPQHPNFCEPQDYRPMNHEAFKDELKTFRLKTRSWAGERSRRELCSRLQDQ
# MMP13 inh – inhibitors of human MMP13 | MMP-13 fTHP FRET cleavage, Mca fluorescence | P45452 | inhibition, % at 4 µM | actives 0.07% (n = 65,000) | AID 570;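 active means inhibition above the mean of compound-free control plate wells plus 3 SD, cut at about 14% in these data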;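 further: 0% = DMSO wells and 100% = wells with reference MMP-13 inhibitor after basal subtraction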
# FXIa inh mix – factor XIa (human) inhibition, mixture screen. P03951. purified FXIa, fluorogenic substrate, pooled mixtures. inhibition, % at 5 µM. actives 0.19% (n = 62,000). AID 680;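 further: each value is inhibition by a whole ten-compound pool holding the compound; 0% = enzyme with no mixture and 100% = wells lacking enzyme; strong numbers were not always called active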
# The depositor's hits bear a star; x = not tested or not shown; & = joins results of further samples; [ ] = dose if it differs, or a comment. Unless noted, no stated cut-off is given here; in the data, active means inhibition above about 20% (passing the limit was not always enough); inactive means the rest. Hits appear at their usual frequency, and some 1.5% of all compounds hit somewhere here.
# Value order: FXIIa inh mix, JNK3 inh, A340 absorber, Hsp90 inh, MKP-1 inh, AP ELISA ortho, Cdc25B block, MMP13 inh, FXIa inh mix
O=C1CC(c2ccc(S(=O)(=O)NCc3ccccc3)cc2)CN1 (stereo not given)
 : 5, 10, 1, 2, 2, 1, -2, 0, 2
CCOC(=O)c1cc2c(n(-c3ccccc3)c1=O)CC(C)(C)CC2=O
 : 6, 0, 1.1, 0, -1, 9, -2, -17, 0
Cc1ccc(C(=O)N(CN2CCCC2=O)c2ccccc2)cc1C
 : 11, -5, 0.99, -2, 11, 5, 5, -1, -4
CC(=O)c1cccc(N(CC(=O)Nc2cccnc2)S(C)(=O)=O)c1
 : 4, -3, 1, -1, 4, 9, -4, 4, 11
Cc1ccccc1-n1c(=O)cc(N2CCN(C(=O)c3ccco3)CC2)[nH]c1=O
 : -4, 0, 0.98, -2, -4, 3, -4, 4, 26
CC(C)(CN=C1NS(=O)(=O)c2ccccc21)CNC(=O)CN1C(=O)c2ccccc2C1=O
 : 13, 5, 1, -1, -1, -7, -8, 3, 4
CCOC(=O)C1CCN(CC(O)COc2ccc(C(C)=O)cc2)CC1 (stereo not given)
 : 11, 9, 1, -2, 4, 25, 0, 0, 9
Cc1ccc(N2CCN(c3ccc(C)cc3)C(CC(=O)O)C2=O)cc1 (stereo not given)
 : -1, -3, 1, 0, -1, 14, 7, -2, 3
CCC(=O)Nc1sc(C(=O)OC)c(C)c1C(=O)OC
 : 1, 0, 1, -3, 15, 3, 1, 0, -7
Fc1cc(F)c2nc(N3CCOCC3)sc2c1
 : 3, -2, 0.99, 0, 3, 3, 1, 3, 7
CCN1C=C(Cc2cccs2)C2=C(C1)C(c1cccs1)C(C#N)=C(N)O2 (stereo not given)
 : 0, -11, 1.1, -9, 38, 17, 7, -3, 5
CC(=O)Nc1sc(NC(=O)c2ccccc2)nc1-c1cccs1
 : 0, x, 1.1, x, 6, 10, 5, 3, 8
CCOC(=O)c1ccc(NC(=O)CCc2nc(-c3ccccc3Cl)no2)cc1
 : 1, -9, 1, -2, -7, 5, -5, -6, 4
c1ccc(Cc2nnc(-c3ccccc3)o2)cc1
 : 12, -2, 1, -4, -5, 6, -17, -8, -1
CC(C)Oc1ccc(Cc2c(O)nc(NCCCN(C)C)[nH]c2=O)cc1
 : x, 1, 1, -5, -11, x, -4, -3, x

# 4 compounds picked at random from those above, as already listed:
# Value order: FXIIa inh mix, JNK3 inh, A340 absorber, Hsp90 inh, MKP-1 inh, AP ELISA ortho, Cdc25B block, MMP13 inh, FXIa inh mix
CCOC(=O)c1cc2c(n(-c3ccccc3)c1=O)CC(C)(C)CC2=O
 : 6, 0, 1.1, 0, -1, 9, -2, -17, 0
CC(=O)c1cccc(N(CC(=O)Nc2cccnc2)S(C)(=O)=O)c1
 : 4, -3, 1, -1, 4, 9, -4, 4, 11
CCOC(=O)c1ccc(NC(=O)CCc2nc(-c3ccccc3Cl)no2)cc1
 : 1, -9, 1, -2, -7, 5, -5, -6, 4
CC(C)Oc1ccc(Cc2c(O)nc(NCCCN(C)C)[nH]c2=O)cc1
 : x, 1, 1, -5, -11, x, -4, -3, x

# Other records:
# Value order: FXIIa inh mix, JNK3 inh, A340 absorber, Hsp90 inh, MKP-1 inh, AP ELISA ortho, Cdc25B block, MMP13 inh, FXIa inh mix
COc1ccc(-c2nc(C#N)c(N3CCOCC3)o2)cc1OC
 : 3, 5, 1, -1, -31, 7, -10, -351[fluorescence artefact?], 5
Cc1nn(-c2ccccc2)c(C)c1CCC(=O)O
 : 5, -12, 1.1, 2, 4, -5, -2, 4, 5
CC(=O)N[C@H]1C[C@@H]1c1ccccc1
 : 9, 0, 1, -4, -25, 3, -3, 1, 6
O=C(CN1CCN(Cc2ccccc2Cl)C1=O)N1CCCCCC1
 : 3, x, 1.1, -3, -3, 0, 4, -1, 3
COc1ccc(CCN2C(=O)CC(Sc3ncccc3C(=O)O)C2=O)cc1OC (stereo not given)
 : 6, x, 1.1, -5, -6, 8, -4, -4, -7
O=C1c2ccccc2C(=O)N1CC1c2ccccc2CCN1S(=O)(=O)c1cnc[nH]1 (stereo not given)
 : 20, -7, 0.97, -4, -12, 13, -10, -4, 8
Cc1nc(NC2=NCN(CCc3ccccc3)CN2)nc2c(C)cccc12
 : -1, -6, 0.98, -2, 7, 5, 10, -4, 6
O=C(Nc1ccc2c(c1)OCCO2)c1ccncc1
 : -3, -7, 1.1, -6, -5, -4, -1, 6, 4
CCc1nn2c(N3CCOCC3)cc(C)nc2c1-c1ccc(F)cc1
 : 3, 1, 1, -2, -4, 12, -22, 8, -3
CCCCN=C(C)c1c(O)c2ccccc2oc1=O
 : -8, 4, 1.1, 0, 0, 4, -11, -2, 0
CC1Cc2nc(SCC(=O)Nc3ccc4c(c3)OCO4)n(-c3ccc(F)cc3)c(=O)c2S1 (stereo not given)
 : -3, 6, 1, 0, 0, 10, 0, 3, 6
Cc1ccc(NC(=O)CCC(=O)O)cc1F
 : 2, -4, 1, 0, 10, 11, 0, -3, 0
O=C(Cc1ccccc1)Nc1cccc(-c2nc3ncccc3o2)c1
 : 5, 8, 1.1, -1, 4, 21, -10, -62, 2
N#Cc1cccc(C(c2nnnn2Cc2ccccc2)N2CCCC2)c1 (stereo not given)
 : 0, 2, 1, -5, 15, 7, 2, 0, 12
COc1ccc(OC)c(N(CC(=O)N2CCCC2)S(=O)(=O)c2ccc(OC)c(OC)c2)c1
 : 6, 2, 1.1, 0, -5, 4, -21, 3, 8

# (next part)
# Value order: FXIIa inh mix, JNK3 inh, A340 absorber, Hsp90 inh, MKP-1 inh, AP ELISA ortho, Cdc25B block, MMP13 inh, FXIa inh mix
COc1ccc(OC)c(C2NC(=O)c3sc(=S)n(-c4ccccc4)c3N2)c1 (stereo not given)
 : x, -6, 0.93, 11, 27, x, -30, -18, x
O=C(CCCC(=O)N(CC(=O)NC1CCCC1)Cc1ccccc1Cl)Nc1ccccn1
 : -16, -2, 1, -6, 8, 8, 4, -1, 1
COc1ccc(/C(N)=C/C(=O)C(C)(C)C)cc1
 : 10, -1, 1.1, -3, 5, -5, -5, 1, -1
CCOC(=O)CN1C(=O)C(O)(c2c(C)[nH]c3ccccc23)c2ccccc21 (stereo not given)
 : 9, 3, 1, -15, 29, 21, 0, 3, 4
C=CCSc1ncccc1C(=O)O
 : 11, 4, 1, 0, -8, -15, -17, -2, -1
CCOC(=O)c1cnn(CCOC(=O)c2cccs2)c1NC(=O)c1cccs1
 : 0, 5, 1, -6, 6, 11, -11, 1, 1
CCOC(=O)N1CCC(N2CC34C=CC(O3)C(C(=O)O)C4C2=O)CC1 (stereo not given)
 : 4, 1, 0.99, 0, -5, 24, -14, 4, 6
CC(=O)Nc1cccc2c1C(=O)NC2=O
 : 0, -1, 1, -6, 15, 21, 45, -37, -5
Cn1c(=O)[nH]c(=O)c2c1nc(N1CCN(CCO)CC1)n2CCSc1nc2ccccc2s1
 : 3, -3, 1, -5, 2, -3, -10, 1, 13
O=c1[nH]c2cc3c(cc2cc1CN(CC1CCCO1)S(=O)(=O)c1ccc(Cl)cc1)OCCO3 (stereo not given)
 : 9, -3, 1.1, -2, -7, 10, -3, -19, 1
Cc1ccc(-n2c(=O)[nH]cc(C(=O)Nc3ccc4c(c3)OCCO4)c2=O)cc1C
 : x, 5, 1, -1, 44, x, 12, -8, x
Cc1cc(C)n(-c2nc3c(c(=O)n(Cc4ccc(Cl)c(Cl)c4)c(=O)n3C)n2C)n1
 : 3, 0, 0.99, -8, 1, 10, -2, 1, 0
Cc1ccc(P(=Nc2ccccc2)(N2CCOCC2)N2CCOCC2)o1
 : 4, 5, 1, 1, -10, 4, -1, -2, 9
CC1CCN(c2ccc(C(=O)NCc3cccs3)cn2)CC1
 : -1, -6, 1, -6, 7, -1, 6, -4, 2
COC(=O)c1oc2ccc(Br)cc2c1-n1cccc1
 : 5, -2, 1, -6, 2, 8, -8, 1, 7

# Next compounds:
# Value order: FXIIa inh mix, JNK3 inh, A340 absorber, Hsp90 inh, MKP-1 inh, AP ELISA ortho, Cdc25B block, MMP13 inh, FXIa inh mix
O=C(CN(C(=O)CCC(=O)Nc1nccs1)c1ccccc1F)NCC1CCCO1 (stereo not given)
 : 4, 6, 1, 1, -6, 3, -8, -6, 3
Cc1cc(C)n2cc(CSc3nc4cc(Cl)ccc4o3)nc2n1
 : 7, 0, 1, -4, 6, 9, 5, -25, 4
CC(C)(C)/C(O)=C(/C#N)c1nc2ccccc2[nH]1
 : 5, x, 1, -4, -1, 9, -8, 0, 3
Cc1ccc(S(=O)(=O)NCC(=O)OC2CCOC2=O)cc1 (stereo not given)
 : 4, 8, 1, -1, -5, 24, -18, -6, -7
Cn1c(SCC(=O)N2CCCCC2)nc2c([nH]c3ccccc32)c1=O
 : -21, 1, 1.1, -2, 16, 24, -2, 0, 5
CCOc1ccc(-c2nc(-c3ccccc3)no2)cc1OCC
 : -5, -1, 1, -3, 9, 15, -16, 1, 2
COCCCC/C(=N\OCCN)c1ccc(C(F)(F)F)cc1
 : -14, 3, 0.99, -1&2, -29, 0, -7, 5, 2
CC1CN(c2oc(COc3ccc(Cl)cc3Cl)nc2C#N)CC(C)O1 (stereo not given)
 : -20, -3, 1, -2, 11, 18, -9, 2, 10
CC(C)N(Cc1ccccc1)C(=O)COC(=O)c1ccc2c(c1)OCCO2
 : 38, x, 1.1, 0, 8, 7, -13, 0, -7
CCOC(=O)c1sc(NC(=O)c2cccc(S(=O)(=O)N3CCN(C)CC3)c2)cc1C
 : 2, 7, 1.1, -4, 32, -5, -1, -2, 7
c1ccc2[nH]c(NCCCN3CCOCC3)nc2c1
 : -21, -8, 1, -2, -15, 4, -6, 0, 1
Cc1ccccc1NC(=O)Cc1nnc(SCC(=O)N2CCN(c3ccccc3)CC2)n1C
 : 3, 0, 0.99, -4, 5, 9, -1, 7, 3
COc1ccc(OC)c2[nH]c(=O)c(CCNC(=O)c3ccc(S(=O)(=O)N4CCCC4)cc3)cc12
 : -19, -8, 1, 1, 26, 6, -11, -10, 1
CCOC(=O)Cn1c(=O)oc2cc(S(=O)(=O)Nc3ccc(F)cc3)ccc21
 : 4, -2, 1.1, -3, 5, 6, -3, 4, 1
COC(=O)C1CCN(S(=O)(=O)Cc2ccccc2)CC1
 : 1, -1, 1, -8, -13, 19, 4, 1, 3
CCOC(=O)c1nnn(-c2nonc2N)c1CSc1ccccn1
 : -3, -9, 1, 6, 5, 11, 12, 3, 2
CCOCCN1CCN(c2c3c(nc4cc(-c5ccc(F)cc5)nn24)CCC3)CC1
 : 3, 3, 1, 0, 30, 13, -22, 0, 5

# By substructure: the entries above with a COOH group (6)
# Value order: FXIIa inh mix, JNK3 inh, A340 absorber, Hsp90 inh, MKP-1 inh, AP ELISA ortho, Cdc25B block, MMP13 inh, FXIa inh mix
Cc1ccc(N2CCN(c3ccc(C)cc3)C(CC(=O)O)C2=O)cc1 (stereo not given)
 : -1, -3, 1, 0, -1, 14, 7, -2, 3
Cc1nn(-c2ccccc2)c(C)c1CCC(=O)O
 : 5, -12, 1.1, 2, 4, -5, -2, 4, 5
COc1ccc(CCN2C(=O)CC(Sc3ncccc3C(=O)O)C2=O)cc1OC (stereo not given)
 : 6, x, 1.1, -5, -6, 8, -4, -4, -7
Cc1ccc(NC(=O)CCC(=O)O)cc1F
 : 2, -4, 1, 0, 10, 11, 0, -3, 0
C=CCSc1ncccc1C(=O)O
 : 11, 4, 1, 0, -8, -15, -17, -2, -1
CCOC(=O)N1CCC(N2CC34C=CC(O3)C(C(=O)O)C4C2=O)CC1 (stereo not given)
 : 4, 1, 0.99, 0, -5, 24, -14, 4, 6

# High-throughput results (PubChem BioAssay)
